STEP inh: STEP phosphatase inhibitors, primary screen, biochemical, fluorescence intensity, uHTS. Tyrosine-protein phosphatase non-receptor type 5 (Homo sapiens), P54829. recombinant STEP, OMFP fluorogenic substrate. inhibition, % at 20 µM. 360,000 compounds, 0.25% hits;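 active = inhibition at 20 µM, scaled per plate between control wells, above about 37%, limit read from the data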;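 also: 0% = DMSO with enzyme and substrate and 100% = substrate only without enzyme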
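material = STEP tyrosine phosphatase | reagent = fluorogenic phosphatase substrate OMFP at 25 µM final | doses = single compound dose of 20 µM, 1% DMSO final | schedule = 20 min reaction, room temperature, in the dark | measured by = fluorescence, 480/540 nm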
eLon inh: inhibitors of E. coli Lon protease, primary screen, biochemical, fluorescence polarization; AID 602123, 2011; 360,000 compounds, 0.42% hits; inhibition, % at 7.94 µM; purified E. coli Lon protease; P0A9M0; in the data active = inhibition above about 13%, passing the limit was not always enough;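 also: 0% = enzyme with probe and DMSO and 100% = no enzyme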
Target sequence (P0A9M0 whole entry, looked up): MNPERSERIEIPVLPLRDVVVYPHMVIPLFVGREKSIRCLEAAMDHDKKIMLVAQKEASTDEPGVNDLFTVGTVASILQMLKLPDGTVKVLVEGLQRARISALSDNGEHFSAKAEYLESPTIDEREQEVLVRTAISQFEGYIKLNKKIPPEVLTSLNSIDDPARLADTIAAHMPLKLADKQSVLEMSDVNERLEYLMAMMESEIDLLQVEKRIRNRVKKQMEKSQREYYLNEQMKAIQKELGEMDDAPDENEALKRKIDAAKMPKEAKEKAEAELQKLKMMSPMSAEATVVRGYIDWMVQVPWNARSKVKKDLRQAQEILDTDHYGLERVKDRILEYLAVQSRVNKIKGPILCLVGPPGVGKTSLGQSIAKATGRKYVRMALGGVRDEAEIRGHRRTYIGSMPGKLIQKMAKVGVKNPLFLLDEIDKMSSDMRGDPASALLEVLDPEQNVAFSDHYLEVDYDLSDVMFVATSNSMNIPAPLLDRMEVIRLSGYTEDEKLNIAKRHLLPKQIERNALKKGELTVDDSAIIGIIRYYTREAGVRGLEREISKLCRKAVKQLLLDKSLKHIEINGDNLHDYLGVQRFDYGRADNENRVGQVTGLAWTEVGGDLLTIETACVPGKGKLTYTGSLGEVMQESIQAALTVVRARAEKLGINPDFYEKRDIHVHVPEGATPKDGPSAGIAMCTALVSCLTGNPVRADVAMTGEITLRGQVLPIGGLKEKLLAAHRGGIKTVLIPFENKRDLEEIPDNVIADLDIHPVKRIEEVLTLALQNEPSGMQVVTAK
DNMT1 inh: human DNMT1 methyltransferase inhibitors, primary screen, biochemical, molecular beacon, fluorescence, HinP1I cleavage, uHTS; inhibition (reported as % activation of signal), % at 10 µM; 360,000 compounds, 0.83% hits; DNA (cytosine-5)-methyltransferase 1 (Homo sapiens), P26358; in the data active = inhibition above about 50%
MsrA inhibitor: bovine MsrA enzyme inhibitors, primary screen, biochemical, absorbance, HTS; Methionine sulfoxide reductase A (Bos taurus); purified bovine MsrA, absorbance read-out; inhibition, % at 15.5 µM; 360,000 compounds, 0.75% hits; AID 651718, 2012; in the data active = inhibition above about 4.5%;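 also: 0% = vehicle wells with enzyme and 100% = reference inhibitor wells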
MsrA act: bovine MsrA enzyme activators, primary screen, biochemical, absorbance, HTS; Methionine sulfoxide reductase A (Bos taurus); purified bovine MsrA, absorbance read-out; activation, % at 10.6 µM; 360,000 compounds, 0.3% hits; AID 602163, 2012; in the data active = activation above about 7.5%;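 also: 0% = vehicle and 100% = reference activator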
NRP1-CendR mod: modulators of CendR peptide binding to NRP-1, primary screen, biochemical, fluorescence polarization, uHTS; Neuropilin-1 (Homo sapiens), O14786; FAM-RPARPAR peptide binding to NRP-1; inhibition, % at 25 µM; 360,000 compounds, 0.85% hits; AID 602438, 2012;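 active = inhibition or corrected inhibition above about 18%, plus a signal ratio from 0.5 to 1.5, limit read from the data, passing the limit was not always enough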; also: strong numbers were not always called active
SUMO1-SIM PPI: modulators of SUMO1 protein-protein interactions, primary screen, biochemical, uHTS; Small ubiquitin-related modifier 1 (Homo sapiens), P63165; SUMO1 binding to a labelled peptide, TR-FRET, 1 h; inhibition, % at 20 µM; 360,000 compounds, 0.33% hits; in the data active = inhibition above about 37%
Target sequence (P63165 whole entry, looked up): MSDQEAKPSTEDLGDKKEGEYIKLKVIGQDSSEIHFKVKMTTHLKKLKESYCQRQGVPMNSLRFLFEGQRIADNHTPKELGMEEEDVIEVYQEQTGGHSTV
Tb MetRS inh: T. brucei MetRS inhibitors, primary screen, biochemical, luminescence. purified T. brucei MetRS, ATP depletion, Kinase-Glo luminescence. methionyl-tRNA synthetase (Trypanosoma brucei brucei). 360,000 compounds, 0.4% hits. AID 624268, 2012. inhibition, % at 11.9 µM;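 active = inhibition above a per-plate cutoff of the control wells' mean inhibition plus 3 SD, cut at about 5.5% in these data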;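 also: 0% = DMSO wells median and 100% = median of wells with control inhibitor compound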
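Dosing: 11.9 µM single point; system: parasite MetRS enzyme; technique: luminescence of leftover ATP; times: 15 min enzyme-compound preincubation, 2 h reaction, 10 min detection, 25 °C; replicates: each compound tested once; read-out basis: percent inhibition relative to median high and low control wells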
LMPTP inh: LMPTP phosphatase inhibitors, primary screen, biochemical, fluorescence intensity, uHTS; Low molecular weight phosphotyrosine protein phosphatase (Homo sapiens), P24666; recombinant LMPTP-A, OMFP fluorogenic substrate; inhibition, % at 20 µM; 360,000 compounds, 0.22% hits; AID 651560, 2012;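 active = compounds that cut the enzyme signal by at least half of the control window in the single-dose screen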;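 also: plate controls were DMSO wells with enzyme plus substrate for no effect and substrate without enzyme for full effect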
Target sequence (P24666 whole entry, looked up): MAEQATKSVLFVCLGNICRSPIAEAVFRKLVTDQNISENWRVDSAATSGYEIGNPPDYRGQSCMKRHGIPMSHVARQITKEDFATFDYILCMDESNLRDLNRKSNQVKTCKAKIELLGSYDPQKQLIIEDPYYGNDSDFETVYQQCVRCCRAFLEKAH
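Test system – LMPTP-A enzyme · Amount – LMPTP-A at 0.625 nM final in the reaction · Buffer or medium – Bis-Tris pH 6.0, DTT, detergent · Reagent – OMFP 400 µM · Doses – single 20 µM dose · Schedule – reaction 50 min, room temperature, dark · Detection – fluorescence intensity of OMFP turnover product · Evaluation – percent inhibition versus substrate-only and uninhibited controls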
Scp1 inh: Scp-1 phosphatase inhibitors, primary screen, biochemical, colorimetric, uHTS | AID 493091, 2011 | Recombinant Scp1, phosphopeptide, malachite green phosphate absorbance | Carboxy-terminal domain RNA polymerase II polypeptide A small phosphatase 1 (Homo … | 340,000 compounds, 0.88% hits | inhibition, % at 20 µM;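 active = inhibition above about 50% at 20 µM, limit read from the data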;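 also: plate controls were DMSO wells with enzyme for no effect and wells lacking enzyme for full effect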
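Material – SCP-1 phosphatase catalytic domain, residues 76-261 · Buffer or medium – Acidic Tris acetate buffer with magnesium and detergent · Also added – Phospho 17-mer peptide substrate · Compound – single 20 µM dose, 1% DMSO · Times – 45 min room-temperature reaction, 5 min colour, 30 min stabiliser · Technique – Phosphate-binding colour reagent, absorbance read at 630 nm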
* hit, by the source's call; nt = not tested or not shown.

SMILES	STEP inh	eLon inh	DNMT1 inh	MsrA inhibitor	MsrA act	NRP1-CendR mod	SUMO1-SIM PPI	Tb MetRS inh	LMPTP inh	Scp1 inh
CCCOc1nc2c(c(=O)n(C)c(=O)n2C)n1CCC	-1	12	0	-0.5	-3	0	0	-0.7	0.3	-2
COCCCn1c(=O)c2sccc2n(Cc2cccc(C)c2)c1=O	-1	-6	0	-0.2	-4	5	1	0.4	-0.9	-3
O=C(Nc1ccccc1)c1cc(C2CCCN(C(=O)c3cccs3)C2)on1 (centres undefined)	-2	1	-3	0.3	3	6	-1	-0.1	-0.6	nt
Fc1ccc(C(c2nnnn2Cc2cccs2)N2CCN(c3ccccc3)CC2)cc1 (centres undefined)	2	-5	-7	1.1	2	0	2	-0.7	2.2	-4
COc1cccc(NC(=O)c2ccc3c(c2)N(CC(=O)N2CCOCC2)C(=O)C(C)(C)O3)c1	2	-6	1	-0.8	-2	4	-5	0.7	0.5	-8
NC(=O)N/N=C/c1cccc(OCc2ccc(F)cc2)c1	-3	-2	2	-0.7	-3	4	5	-0.3	1.5	-8
CCCN(CC(=O)Nc1ccccc1OC)C(=O)c1nc2nc(C)ccn2n1	0	-13	2	-1.4	-3	8	4	-0.3	-2.0	-3
Cc1cccc2c1nc(-c1ccccc1)n1nnnc21	4	-4	2	0.8	-4	0	-2	-0.7	-0.2	0
O=S(=O)(c1cc(Cl)ccc1Cl)N1CCCC1	3	-4	0	0.3	-2	-8	1	-1.3	-0.5	-2
COC(=O)CCCC1=CC2=CC(=O)C(C)(OC(=O)c3cccs3)C(=O)C2=CN1Cc1ccco1 (centres undefined)	1	7	4	-0.4	-4	14	-11	0.3	1.4	7
COc1ccccc1N1CCN(C(=O)C(=O)c2c[nH]c3ccccc23)CC1	-1	0	-2	1.9	0	6	8	9.3*	1.0	-7
Cc1ccc(S(=O)(=O)N2CCC(C(=O)OCc3ccccc3)CC2)cc1C	1	-1	0	0.3	-8	1	4	-0.4	4.3	-3
COc1cccc(CNS(=O)(=O)c2ccc3c(c2)oc(=O)n3C)c1	-2	-30	2	-1.1	-7	-24	-4	-0.7	-1.9	4
Cc1ccc(-c2nc3ncccc3o2)cc1NC(=O)C(C)(C)C	-3	1	4	1.8	1	4	-3	-0.5	-1.5	-3
O=C(Nc1ccccc1)Nc1ccc2ccccc2c1	0	-5	2	-0.7	-4	10	7	1.3	-0.8	-11

No new results follow: eleven of the compounds above.
SMILES	STEP inh	eLon inh	DNMT1 inh	MsrA inhibitor	MsrA act	NRP1-CendR mod	SUMO1-SIM PPI	Tb MetRS inh	LMPTP inh	Scp1 inh
CCCOc1nc2c(c(=O)n(C)c(=O)n2C)n1CCC	-1	12	0	-0.5	-3	0	0	-0.7	0.3	-2
COCCCn1c(=O)c2sccc2n(Cc2cccc(C)c2)c1=O	-1	-6	0	-0.2	-4	5	1	0.4	-0.9	-3
O=C(Nc1ccccc1)c1cc(C2CCCN(C(=O)c3cccs3)C2)on1 (centres undefined)	-2	1	-3	0.3	3	6	-1	-0.1	-0.6	nt
Fc1ccc(C(c2nnnn2Cc2cccs2)N2CCN(c3ccccc3)CC2)cc1 (centres undefined)	2	-5	-7	1.1	2	0	2	-0.7	2.2	-4
COc1cccc(NC(=O)c2ccc3c(c2)N(CC(=O)N2CCOCC2)C(=O)C(C)(C)O3)c1	2	-6	1	-0.8	-2	4	-5	0.7	0.5	-8
NC(=O)N/N=C/c1cccc(OCc2ccc(F)cc2)c1	-3	-2	2	-0.7	-3	4	5	-0.3	1.5	-8
CCCN(CC(=O)Nc1ccccc1OC)C(=O)c1nc2nc(C)ccn2n1	0	-13	2	-1.4	-3	8	4	-0.3	-2.0	-3
Cc1cccc2c1nc(-c1ccccc1)n1nnnc21	4	-4	2	0.8	-4	0	-2	-0.7	-0.2	0
O=S(=O)(c1cc(Cl)ccc1Cl)N1CCCC1	3	-4	0	0.3	-2	-8	1	-1.3	-0.5	-2
COC(=O)CCCC1=CC2=CC(=O)C(C)(OC(=O)c3cccs3)C(=O)C2=CN1Cc1ccco1 (centres undefined)	1	7	4	-0.4	-4	14	-11	0.3	1.4	7
COc1ccccc1N1CCN(C(=O)C(=O)c2c[nH]c3ccccc23)CC1	-1	0	-2	1.9	0	6	8	9.3*	1.0	-7

Going on with the list:
SMILES	STEP inh	eLon inh	DNMT1 inh	MsrA inhibitor	MsrA act	NRP1-CendR mod	SUMO1-SIM PPI	Tb MetRS inh	LMPTP inh	Scp1 inh
Cc1nn(-c2ccccc2)c(C)c1C(=O)OC(C)C(=O)Nc1ccc(C(N)=O)cc1 (centres undefined)	-3	-3	-11	-1.0	-1	1	4	-0.2	-0.3	-12
Cc1[nH]c(=O)[nH]c(=O)c1S(=O)(=O)N1CCCCC1	-2	-6	3	-1.1	-6	12	-1	-0.6	-1.1	-7
O=S(=O)(N[C@@H]1C[C@H]2CC[C@@H]1C2)c1cccs1	-5	-6	3	0.1	-2	3	0	-0.1	0.7	3
C/C(=N\N=c1/scc(C)n1Cc1ccco1)c1cccc([N+](=O)[O-])c1	4	1	-6	0.2	-5	-4	-4	-0.7	1.1	0
CCN(C(=O)COC(=O)CCC1CCCC1)c1c(N)n(Cc2ccccc2)c(=O)[nH]c1=O	0	-14	1	-0.4	-1	-5	0	-0.2	-0.7	-8
CC1(C)Oc2ccc3ccc(=O)oc3c2/C(=C/NCCO)C1=O	-2	-4	2	0.9	-13	12	-11	-2.1	-1.5	12
COc1ccc(Nc2nc(OC)nc(N3CCN(c4ccc(OC)cc4)CC3)n2)cc1	1	-6	-15	0.0	-2	6	-4	-1.3	0.7	-7
O=C(N[C@@H](Cc1ccccc1)C(=O)O)c1cccnc1	-1	1	-1	-0.1	0	0	1	0.7	-0.6	-2
CCOC(=O)c1nc2ccc(C)cc2c2c1C1CC(c3c(Cl)cccc31)N2C(=O)OCc1ccccc1 (centres undefined)	2	-7	-6	-0.1	-2	7	4	-0.7	5.6	nt
O=C(COC(=O)c1cc(-c2cccs2)nn1-c1ccccc1)Nc1cccc([N+](=O)[O-])c1	2	-6	-4	0.7	0	-3	-3	0.0	3.3	-13
O=C(CCn1nnnc1CN1CCOCC1)N1CCC(c2ccccc2F)C1 (centres undefined)	-2	-4	4	-0.3	-1	-4	0	0.1	-0.1	-3
COc1c(C(=O)Nc2ccc(Cc3ccncc3)cc2)ccc2ccccc12	4	0	-9	0.2	-10	-5	-10	-0.5	1.7	9
CCOc1ccc(CN(C)C(=O)c2cc3ccccc3o2)cc1OC	-1	4	-1	-0.2	-1	-5	-1	-0.2	-1.0	-8
O=c1c2ccccc2nc(/C=C/c2ccccc2)n1CCc1ccccc1	0	1	1	-0.8	-2	11	-2	-0.1	-0.9	-2
CCOC(=O)c1c(CSc2ccccc2)n(C)c2cc(Br)c(OC)c(O)c12	5	-5	7	-0.8	0	-2	3	-0.7	3.6	-15
Nc1ccc(-c2nnn(Cc3ccccc3)n2)cc1	0	-7	1	-0.6	-1	1	1	-0.3	-0.7	-7
Cc1ccc(N2C(=O)/C(=C\c3ccc(C(C)C)cc3)N=C2SC2CCOC2=O)cc1 (centres undefined)	-2	-19	4	-0.7	-1	-5	-3	-0.4	-0.1	-12
Cc1cc([N+](=O)[O-])nn1CC(=O)N1c2ccccc2CC1C (centres undefined)	0	2	-3	0.1	-2	0	-7	0.2	-1.3	-2
CSc1ccc(NC(=O)N2CC=C(n3c(=O)[nH]c4ccccc43)CC2)cc1	4	3	-1	-0.7	1	5	4	-0.2	3.4	-13
COCc1c(C(=O)N/N=C/c2cccc3ccccc23)nnn1-c1nonc1N	11	0	5	1.7	-2	-2	3	-0.2	15	-3
O=C(O)CC(NC(=O)C12CC3CC(CC(C3)C1)C2)c1cc([N+](=O)[O-])ccc1Cl (centres undefined)	-3	2	0	0.5	-7	-4	-9	-0.8	-2.2	-2
CN(C)c1ccc(S(=O)(=O)NCC(=O)N2CCN(c3ccccc3)CC2)cc1[N+](=O)[O-]	3	0	4	-0.8	-11	3	-20	-0.7	1.0	7
COc1cccc(-c2ncc3ccccc3c2COC(=O)c2ccco2)c1	0	-5	-2	-0.5	-2	15	-13	-0.2	0.8	4
CCCCOc1ccccc1C1NC(=O)NC(C)=C1C(=O)OCCOCC (centres undefined)	-2	8	-2	-0.9	2	5	0	-0.7	-0.7	-6
O=C(N/N=C\c1cc(Br)c(Br)o1)C1COc2ccccc2O1 (centres undefined)	6	2	22	0.7	-10	-2	-12	0.3	-0.4	40
O=C(CCc1ccccc1)NNC(=O)COc1ccc(Br)cc1	3	-6	5	1.9	1	0	-2	-0.3	18	15
Cc1cc(Br)ccc1NC(=O)CN(C)C(=O)CN1C(=O)NC(C)(C2CC2)C1=O (centres undefined)	-2	-14	5	0.5	0	-18	1	-0.2	0.2	-6
COCC(=O)N1CCC(Oc2ccc(C(=O)N3C[C@@H]4CCC[C@H]3C4)cc2)CC1	-2	11	1	0.3	-3	6	3	-0.6	-0.6	-3
O=C(O)c1nc(Cl)c(Cl)c(N/N=C/c2ccccc2C(F)(F)F)c1Cl	2	0	0	4.5	-4	6	8	-0.2	0.2	-1
C[C@@H]1CCC[C@H](C)N1Cc1nc(Cc2ccccc2Cl)no1	10	-1	-3	-2.7	2	4	1	-0.6	1.5	-6
COc1cc(CNCc2ccc(OC)c3ccccc23)cc(OC)c1OC	-1	0	-1	-0.2	-2	-4	-3	-0.9	1.1	-1
COc1ccc2cc(-c3cc(C(=O)OCC(=O)Nc4c(C)n(C)n(-c5ccccc5)c4=O)c4ccccc4n3)ccc2c1	0	1	-10	-0.6	-9	-13	8	-0.7	2.9	17

Complete entries from above. Screens in order: STEP inh | eLon inh | DNMT1 inh | MsrA inhibitor | MsrA act | NRP1-CendR mod | SUMO1-SIM PPI | Tb MetRS inh | LMPTP inh | Scp1 inh
`O=C(O)c1nc(Cl)c(Cl)c(N/N=C/c2ccccc2C(F)(F)F)c1Cl` reads 2 | 0 | 0 | 4.5 | -4 | 6 | 8 | -0.2 | 0.2 | -1
`Nc1ccc(-c2nnn(Cc3ccccc3)n2)cc1` reads 0 | -7 | 1 | -0.6 | -1 | 1 | 1 | -0.3 | -0.7 | -7

Compound activity deposited in PubChem BioAssay by several laboratories.
